PriA SSB inh – K. pneumoniae PriA-SSBct interaction inhibition; AID 1272365; AlphaScreen SSBct-PriA binding, biotinylated peptide; actives 0.6% (n = 430,000); inhibition, % at 33 µM; in the data active = inhibition mostly above about 37%, no sharp cut-off; inactive = mostly below about 20%;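 also: plate controls were negative control peptide for no effect and reference peptide for full effect; strong numbers were not always called active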
An asterisk follows results filed as active; & = joins results of further samples. Not all compounds are listed; count on the stated rates, not on these rows.

SMILES	PriA SSB inh
Cc1cccc(C(=O)Oc2ccc(C=NO)cc2)c1	4
COc1cccc(-n2ccn(Cc3ccccc3C)c(=O)c2=O)c1	-4
O=S(=O)(CCCOc1ccc2c(c1)OCO2)NCCc1ccc(Cl)cc1	19
Cc1ccc(/C=C/c2nc(C#N)c(N3CCN(C(=O)c4ccccc4F)CC3)o2)cc1	-2
COc1ccc(C)cc1S(=O)(=O)Oc1cccc(C)c1C	-9
COc1ccc(S(=O)(=O)NCC2CCN(Cc3ccco3)CC2)c(OC)c1	-14
CCc1ccc([C@@H]2CC(c3ccco3)=NN2C(=O)CCC(=O)O)cc1	-5
CC1(C)Cc2cccc(OCC(=O)NCC(O)c3csc4ccccc34)c2O1 (stereo not given)	-34
Cc1ccc(-c2cc(COC(=O)c3cccs3)no2)cc1	-30
FC(F)(F)C(F)(F)C(F)(F)Sc1cccc2cccnc12	1
CCCCn1c(CNC(=O)c2ccc(OC)cc2)nnc1SCC(=O)Nc1nc2ccccc2s1	10
Cc1nc(-c2ccccc2Cl)sc1CNS(=O)(=O)c1c(C)noc1C	-11
O=C(NC[C@]1(O)CCc2ccccc2C1)c1ccc(S(=O)(=O)N2CCCCC2)cc1	-8
O=C(c1cccs1)N1CCN(CC(O)c2cccs2)CC1 (stereo not given)	-9
COc1ccc(S(=O)(=O)Nc2cc(-c3nc4cccnc4s3)ccc2C)cc1OC	-10

The final 6 records of the part above come first, to join the parts:
SMILES	PriA SSB inh
FC(F)(F)C(F)(F)C(F)(F)Sc1cccc2cccnc12	1
CCCCn1c(CNC(=O)c2ccc(OC)cc2)nnc1SCC(=O)Nc1nc2ccccc2s1	10
Cc1nc(-c2ccccc2Cl)sc1CNS(=O)(=O)c1c(C)noc1C	-11
O=C(NC[C@]1(O)CCc2ccccc2C1)c1ccc(S(=O)(=O)N2CCCCC2)cc1	-8
O=C(c1cccs1)N1CCN(CC(O)c2cccs2)CC1 (stereo not given)	-9
COc1ccc(S(=O)(=O)Nc2cc(-c3nc4cccnc4s3)ccc2C)cc1OC	-10
COc1ccc(NC(=O)c2ccc3nn(CC(=O)Nc4cc(C)c(Cl)cc4OC)c(=O)n3c2)cc1	3
Cc1ccc(Cl)c2sc(N3CCN(C(=O)c4ccc(Cl)s4)CC3)nc12	-11
COc1ccc2c(c1)CCCC2(O)CNC(=O)c1cccs1 (stereo not given)	-19
COc1cccc2sc(N3CCN(S(=O)(=O)c4ccc(C)cc4)CC3)nc12	-4
COc1ccc(Cl)cc1NC(=O)Nc1ccc(CN2CCN(C)CC2)cc1	12
CC(C)(C)C(=O)NCCc1ccoc1	5
O=C(Cn1cnc(-c2ccccc2)cc1=O)N1CCc2ccccc2C1	-12&2
Cc1cccc2sc(NC(=O)CSc3ccc(F)cc3)nc12	-25
CC(Oc1ccc(Cl)cc1Cl)C(=O)NCCOc1ccc(F)cc1 (stereo not given)	-43
CCOc1ccc(-c2nc(NC(=O)c3cccc(S(=O)(=O)CC)c3)sc2C)cc1	-3
COc1cc(S(=O)(=O)Nc2ccccc2C(=O)O)ccc1Br	5
CN(C)S(=O)(=O)c1ccc(C(=O)Nc2nc(-c3ccc(Cl)cc3Cl)cs2)cc1	1
CC1CCCC(C)N1CCNC(=O)C1CCCN(S(C)(=O)=O)C1 (stereo not given)	-9
Cc1noc(C)c1S(=O)(=O)N1Cc2cncnc2C1	-10
CCCCCC(=O)Nc1ccc(C)cc1C	-1
O=C(COc1ccc(Cl)cc1Cl)Nc1c(C(=O)Nc2ccc3c(c2)OCO3)oc2ccccc12	-19
CC(=O)Nc1ccc(NC(=O)c2ccccc2OC(C)=O)cc1	-1
CC(C)(C)NC(=O)Nc1nnc(SCC(=O)NCc2ccccc2Cl)s1	-5
CCNC(=S)NN=Cc1ccc(C#N)cc1	-15
CO[C@@H](CNC(=O)c1ccc(S(=O)(=O)N(C)C)cc1)c1ccsc1	-15
Cc1cc(C(=O)Nc2nc3c(s2)CN(C(=O)c2ccc4ncsc4c2)CC3)no1	1
O=C1CCCC1=CNc1ccc(Cl)c([N+](=O)[O-])c1	7
O=C(NCCn1ccc(-c2ccsc2)n1)c1cnc2ccccc2n1	-4
Cc1ccc(Nc2c(C)cnc3c2c(=O)n(C)c(=O)n3C)cc1F	-4
O=C(OCc1nc2ccccc2s1)c1ccc(C(=O)c2ccccc2)cc1	1
CC(=NNC(=O)c1c(Br)c(C)nn1C)c1cccc(NC(=O)c2ccccc2F)c1	-15
O=C(Nc1cc(N2CCN(Cc3ccccc3)CC2)ncn1)c1ncccn1	1
CCOc1ccc(NC(=O)CSc2ncc(S(=O)(=O)c3ccc(Cl)s3)c(N)n2)cc1	-3
CN1C(=O)Cc2cc(NS(=O)(=O)c3ccc4c(c3)CCCC4)ccc21	5
Cn1cnnc1SCCNC(=O)C1(c2ccccc2)CCOCC1	-12
CCOc1cc(Nc2ccc(NC(=O)c3cc(Cl)ccc3OC)cc2)nc(C)n1	-9
Cc1cc(C)c2sc(NC(=O)c3ccc(S(=O)(=O)N4CCCC4)cc3)nc2n1	-4
O=C(NCC(=O)N1CCO[C@H](c2ccccc2)C1)C(=O)Nc1ccc2c(c1)OCCO2	-3
Cc1ccc([N+](=O)[O-])cc1NC(=O)C(=O)NCc1ccc2c(c1)OCO2	-12
COC(=O)c1ccc(CN2CCC(c3nnc(C(C)C)o3)CC2)o1	-18
Cn1cccc1C=Nn1c(-c2ccc(Cl)cc2Cl)n[nH]c1=S	23
Cc1cc(NCCCN2CCOCC2)n2nc(C)c(-c3ccccc3Cl)c2n1	1
O=C(NCCOc1ccccc1)NCCC(O)c1ccoc1 (stereo not given)	-14
CCC(=NN=C(CC)c1ccccc1N)c1ccccc1N	-7
COc1ccc(CC(C)(O)CNC(=O)Nc2ccccc2C(F)(F)F)cc1 (stereo not given)	-1
O=C(N1CCN=C1SCc1cccc([N+](=O)[O-])c1)C12CC3CC(CC(C3)C1)C2	9
Cc1cccc2sc(OC3CN(C(=O)c4ccc(S(=O)(=O)C(C)C)cc4)C3)nc12	-16
CCOc1ccc(NC(=O)CCCn2nc(-c3ccco3)ccc2=O)cc1	-1
O=[N+]([O-])c1ccc(C=NNS(=O)(=O)c2ccc(Cl)cc2)o1	-6
CC(C)C(=O)Nc1nc(-c2ccc3c(c2)CCCC3)cs1	-8
O=C(NCc1cccnc1)c1ccc2nsnc2c1	-14
C#CCn1c(=NC(=O)c2ccnn2CC)sc2cc(Cl)ccc21	-23
CC(O)(CNC(=O)CCc1ccccc1F)c1ccco1 (stereo not given)	4
CC(O)(CNC(=O)c1c(F)cccc1Cl)Cc1ccco1 (stereo not given)	-8
CCNc1nc(NCC)n2c(SCC(=O)Nc3nccs3)nnc2n1	-6
CO[C@@H](CNC(=O)C(=O)Nc1cccc(N2CCCC2=O)c1)c1cccc(F)c1	-7
CCOc1cc(C(=O)NCCCn2ccnc2-c2ccccc2)cc(OCC)c1OCC	2
CCOC(=O)C1(CCC(C)=NNC(N)=O)CC(C)OC1=O (stereo not given)	1
CC(=NNC(=O)c1[nH]c2c([N+](=O)[O-])cc(C)cc2c1-c1ccccc1)c1cccnc1	0
O=C(c1cnc2ccccc2n1)N1CCN(CCn2cccn2)CC1	-8
NS(=O)(=O)c1ccc(NS(=O)(=O)c2ccc(NC(=O)C3CCCCC3)cc2)cc1	5
COc1ccc(C=Nc2nc3ccccc3n2C)cc1OC	-17
O=C(c1cccc(Cl)c1)N1CCN(CCn2ccnc2)CC1	2
O=C(Cc1ccc2c(c1)OCO2)Nc1nc2cc3c(cc2s1)OCCO3	-2
Cc1cccc(NC(=O)Cn2c(C3CC3)nc3c(cnn3-c3ccccc3)c2=O)c1C	-1
(listing goes on)
SMILES	PriA SSB inh
CC(C)OCCCNc1nc(Nc2ccc3c(c2)OCO3)c2cnn(-c3ccccc3)c2n1	-15
O=C(COc1ccc(Cl)cc1)OCc1cc(-c2ccco2)on1	2
O=C(Nc1ccccc1C(F)(F)F)N1CC(c2nc(-c3ccsc3)no2)C1	-3
Cc1ccc(SCCC(=O)Nc2ccc3scnc3c2)cc1	-1
CSc1ccccc1C(=O)N(Cc1cccnc1)c1nc2c(SC)cccc2s1	-2
O=C(Cn1nnn(-c2ccc(NS(=O)(=O)/C=C/c3ccccc3)cc2)c1=O)NC1CC1	-10
CC(Cn1nnc([N+](=O)[O-])n1)=NNC(=O)c1ccccc1Cl	-9
COCC1CCN(S(=O)(=O)C2CC2)CC1	-7
Clc1ccccc1OCCn1c2ccccc2c2nc3ccccc3nc21	-14
O=C(CN1CCN(CCn2ccnc2-c2ccccc2)CC1)NCc1ccc2c(c1)OCO2	-8
COc1ccc(S(=O)(=O)N2CCN(c3ccc4nncn4n3)CC2)cc1OC	10
O=C(CCc1csc(NC(=O)NC2CCCCC2)n1)Nc1ccc(F)cc1	-6
Cc1nc(-n2nc(-c3cccs3)cc2NC(=O)COc2ccc(Cl)cc2Cl)[nH]c(=O)c1C	0
Cc1cc(C(=O)NCC(O)c2cn(C)c3ccccc23)no1 (stereo not given)	-15
COc1ccc(CCn2c3c(c(=S)[nH]c2=O)CCC3)cc1	-2
O=C1CCSC[C@@H](C(=O)NCc2ccc3c(c2)OCO3)N1	4
O=C(Nc1ccccc1F)N1CCC[C@H](Cc2nc(-c3ccsc3)no2)C1	3
COC(=O)c1sc(-c2ccccc2)cc1NC(=O)c1ccc(C(=O)c2ccccc2)cc1	-10
O=S(=O)(N=C(Nc1ccc(F)c(F)c1F)c1ccccc1)c1ccccc1	-5
O=C(CSc1nc(-c2ccc(O)c(O)c2)cs1)c1cc([N+](=O)[O-])cs1	-5
CC(=O)N=c1sc2cc(S(C)(=O)=O)ccc2n1C	12
Fc1ccc(-n2ncc3c(=S)nc[nH]c32)cc1	-9
NC(=O)c1ccccc1NC(=O)Cc1csc2nc(-c3ccccc3)cn12	-9&9
O=C(N[C@H]1CCN(c2ccccn2)C1)c1cccc(C(F)(F)F)c1	1
CCc1ccc(S(=O)(=O)N2CCN(c3ccc4nnc(-c5ccco5)n4n3)CC2)s1	-7
Cc1ccccc1C=c1sc(=CC(=O)C(C)(C)C)[nH]c1=O	1
Cc1cc(=O)[nH]c(-n2nc(C)c(CCC(=O)N3CCc4ccccc43)c2C)n1	-13
N#CCOc1ccc2cc(-c3ccccc3)c(=O)oc2c1	-15
CC(=O)Nc1ccc(SCCCC(=O)Nc2ccc3c(c2)OCCO3)nn1	-13
CCOc1ccc2nc(NC(=O)Cc3csc(NC(=O)c4ccccc4)n3)sc2c1	9

As entered above.
PriA SSB inh with CC(=NNC(=O)c1[nH]c2c([N+](=O)[O-])cc(C)cc2c1-c1ccccc1)c1cccnc1 reads 0
PriA SSB inh with O=C(c1cnc2ccccc2n1)N1CCN(CCn2cccn2)CC1 reads -8
PriA SSB inh with O=C(Nc1cc(N2CCN(Cc3ccccc3)CC2)ncn1)c1ncccn1 reads 1
PriA SSB inh with O=C(Cc1ccc2c(c1)OCO2)Nc1nc2cc3c(cc2s1)OCCO3 reads -2
PriA SSB inh with Cc1cc(C(=O)Nc2nc3c(s2)CN(C(=O)c2ccc4ncsc4c2)CC3)no1 reads 1
PriA SSB inh with CC(C)C(=O)Nc1nc(-c2ccc3c(c2)CCCC3)cs1 reads -8

The listing continues.
SMILES	PriA SSB inh
O=C(c1ccno1)N(CCN1CCOCC1)c1nc2c(F)cc(F)cc2s1	-15
COc1cc(C=Nn2c(C)nc3ccccc3c2=O)ccc1O	0
CS(=O)(=O)c1ccc(C(=O)N(CCCn2ccnc2)c2nc3ccccc3s2)cc1	-1&15
COc1ccccc1-c1nnc2ccc(OCCNC(=O)Cc3ccc(F)cc3)nn12	-10
CN(C(=O)c1cccc(S(=O)(=O)N(C)C)c1)[C@@]1(C)CCS(=O)(=O)C1	-6
COc1ccc(C=Nn2cnc3c([nH]c4ccccc43)c2=O)cc1CO	-5
O=C(CSc1ccc(Cl)cc1)Nc1ccc2scnc2c1	-10
Cc1nc2ccccn2c1C(=O)NN=Cc1ccccc1	4
Cc1ccc(C(=O)Nc2ccc(C(=O)NN=Cc3cccnc3)cc2)cc1	-4
CCSc1cccc(C(=O)Nc2nc(-c3ccc4c(c3)OCCO4)cs2)c1	0
Cc1cccc(OCC(=O)NN=Cc2ccc(N(C)C)cc2)c1	12
Cc1cc(C)n(CC(=O)NN=Cc2cccc([N+](=O)[O-])c2)n1	-20
Cc1ccc2nc(NC(=NS(=O)(=O)c3ccc(F)cc3)c3ccccc3)sc2c1	-17
COc1ccc(OC)c(NC(=O)CSc2nnc3ccc(-c4ccco4)nn23)c1	0
O=C1OC2(CCCNC2)c2ccccc21 (stereo not given)	0

Not a retest: entries from further up.
SMILES	PriA SSB inh
O=C(c1ccno1)N(CCN1CCOCC1)c1nc2c(F)cc(F)cc2s1	-15
COc1cc(C=Nn2c(C)nc3ccccc3c2=O)ccc1O	0
CS(=O)(=O)c1ccc(C(=O)N(CCCn2ccnc2)c2nc3ccccc3s2)cc1	-1&15
COc1ccccc1-c1nnc2ccc(OCCNC(=O)Cc3ccc(F)cc3)nn12	-10

An excerpt from above in order of SMILES length, low to high.
SMILES	PriA SSB inh
O=C(CSc1ccc(Cl)cc1)Nc1ccc2scnc2c1	-10
Cc1cc(C)n(CC(=O)NN=Cc2cccc([N+](=O)[O-])c2)n1	-20
CN(C(=O)c1cccc(S(=O)(=O)N(C)C)c1)[C@@]1(C)CCS(=O)(=O)C1	-6

Going on with the list.
SMILES	PriA SSB inh
O=C(c1ccccc1Cl)N1Cc2cnc(N3CCOCC3)nc2C1	-2
COc1ccccc1/C=C1\SC(=S)N(CCC(=O)NN2CCOCC2)C1=O	0
Brc1cc(C=Nn2cnnc2)oc1Br	-3
CC(=NNC(=O)CN1CCN(Cc2ccccc2)CC1)c1ccncc1	4
COc1ccc(NC(=O)C2CC2)cc1N1CCCCC1=O	-2
CCOC(=O)Nc1nc(CC(=O)Nc2ccccc2C)cs1	-6
COc1ccc(-c2nnc(NC(=O)Cc3ccc(C(C)C)cc3)o2)cc1	-22
CC1=CS(=O)(=O)CC1	-32
CC1CCc2c(sc(NC(=O)CS(=O)(=O)Cc3ccccc3)c2C(N)=O)C1 (stereo not given)	9&4
COc1ccc(Cl)cc1-n1c(N)c(C(=O)NCc2ccc3c(c2)OCO3)sc1=S	14
Cc1nn([C@H]2CCS(=O)(=O)C2)c2nc(-c3ccco3)cc(C(=O)Nc3ccc4c(c3)OCCO4)c12	-7
O=C(NCCNc1cc(-n2cccc2)ncn1)Nc1ccccc1	-10

High-throughput results (PubChem BioAssay)
